# Bioassay records (PubChem)
# Sm TGR inh: inhibitors of Schistosoma mansoni thioredoxin glutathione reductase; purified TGR, DTNB reduction, TNB absorbance 405 nm; Potency, µM (highest dose often 114 µM), without a hit: at the highest dose activity change, negative = inhibition, most hits filed as inhibitors; 3% of 360,000 active; AID 485364; Q962Y6; note: potency is the fitted concentration of half-maximal effect; nearly all actives have a fitted effect of over 60% in size
#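 First, TGR (20 nM dispensed) and NADPH were mixed with compound. Second, a 15 min room-temperature incubation followed. Third, further NADPH and then DTNB were added to start the reaction. Finally, TNB absorbance was monitored kinetically.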
# FBPA Giardia inh: blocks Giardia fructose-bisphosphate aldolase activity; 0.71% of 290,000 active; A8B2U2; Potency, µM (doses to about 59.6 µM), inactives show top-dose activity, negative = inhibition, hits mostly inhibitors; purified Giardia FBPA; note: potency is the fitted concentration of half-maximal effect; nearly all actives have a fitted effect of over 55% in size
# Target sequence (A8B2U2 whole entry, looked up): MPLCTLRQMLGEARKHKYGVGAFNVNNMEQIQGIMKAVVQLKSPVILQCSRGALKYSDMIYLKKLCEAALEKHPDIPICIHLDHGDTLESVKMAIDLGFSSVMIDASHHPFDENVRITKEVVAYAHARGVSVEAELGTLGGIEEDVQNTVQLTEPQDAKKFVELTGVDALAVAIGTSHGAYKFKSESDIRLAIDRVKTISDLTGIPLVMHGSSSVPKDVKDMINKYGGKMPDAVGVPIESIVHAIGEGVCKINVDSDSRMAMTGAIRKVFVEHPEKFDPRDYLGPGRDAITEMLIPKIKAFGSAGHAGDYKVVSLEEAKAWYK
#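 Giardia FBPA (40 nM reagent) was preincubated 10 min at RT with compound (up to 57.5 uM final), then substrate plus GAPDH/TPI/NAD/arsenate coupling system with diaphorase/resazurin was added; resorufin fluorescence (525/598 nm) was read after 20 min.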
# HCMV antiviral: human cytomegalovirus inhibition; HFF cells, HCMV-luciferase reporter, 72 h; active compounds read low; activity change, negative = inhibition, % at 57.5 µM; 4.5% of 410,000 active; AID 1259415; in the data active = activity change below about -60%; inconclusive = no clear call, values can overlap the other calls; inactive = above about -39%
#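 Luciferase read-out from HCMV-luciferase-infected HFFs (MOI 1 PFU/cell) 72 h post infection at 37C; compounds added after 16 h cell attachment; activity normalized between buffer-only basal and Salinomycin (10uM) inhibitor controls.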
# AmpC detergent: blocks E. coli AmpC beta-lactamase in detergent assay; Potency, µM (titrated, usually from 114 µM), inactives show at the top dose activity change, negative = inhibition, hits mostly inhibitors; 0.041% of 370,000 active; P00811; AID 485294; AmpC hydrolysis of nitrocefin, absorbance 480 nm, 0.01% Triton;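 note: potency is the fitted concentration of half-maximal effect; 0% = no-compound wells and -100% = no-enzyme wells; nearly all actives have a fitted effect of over 25% in size; some results filed as inactive show a strong effect at the top dose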
# Target sequence (P00811 whole entry, looked up): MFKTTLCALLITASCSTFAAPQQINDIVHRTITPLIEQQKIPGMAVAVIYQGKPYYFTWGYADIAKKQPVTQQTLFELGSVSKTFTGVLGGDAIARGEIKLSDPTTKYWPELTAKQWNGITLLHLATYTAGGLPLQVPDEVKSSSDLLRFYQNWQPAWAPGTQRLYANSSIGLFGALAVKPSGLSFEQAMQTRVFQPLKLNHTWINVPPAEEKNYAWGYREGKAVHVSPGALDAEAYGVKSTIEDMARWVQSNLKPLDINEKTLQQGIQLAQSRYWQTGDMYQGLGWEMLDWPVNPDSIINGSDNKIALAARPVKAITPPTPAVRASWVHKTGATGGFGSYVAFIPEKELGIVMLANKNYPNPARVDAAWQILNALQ
#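 AmpC (5.3 nM in the dispensed reagent) in 20 mM phosphate pH 7.0 with 0.01% (detergent screen) or 0.0001% Triton X-100 was preincubated with compounds for 15 min at room temperature. Nitrocefin was then added from an 800 uM solution, and hydrolysis was followed at 480 nm.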
# AMA1-RON2 inh: disrupts binding of P. falciparum AMA1 to RON2; 0.2% of 360,000 active; AlphaScreen AMA1-biotinylated RON2 peptide binding; AID 720542; Potency, µM (top dose mostly 58.2 µM), inactives show top-dose activity change, negative = inhibition, most hits filed as inhibitors;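 note: potency is the fitted concentration of half-maximal effect; 0% = vehicle wells and -100% = peptide control; nearly all actives have a fitted effect of over 45% in size; some results filed as inactive show a strong effect at the top dose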
#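 AMA1 (3D7) with his tag at 25 nM final met compounds first, then biotinylated RON2 peptide at 25 nM; detection used donor plus acceptor beads, 10 µg/mL apiece, read by AlphaScreen after 30 min at room temperature.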
# HCV inhibitor: blocks hepatitis C virus; Huh7.5.1 HCVcc-Cre infection, luciferase reporter, 44 h; Potency, µM (titrated, usually from 41.8 µM), for the others: at the highest dose activity change, negative = inhibition, most hits filed as inhibitors; 3.4% of 340,000 active; AID 651820; note: potency is the fitted concentration of half-maximal effect
#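 Infectious HCV cell culture screen: compound-treated cells (1,000/well, pre-plated 4 h) are infected with HCVcc-Cre at roughly 0.5 moi and grown 44 h. Infection is quantified by luciferase signal after 15 min substrate incubation at room temperature.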
# An asterisk follows results filed as active; ? = inconclusive; nt = no result given; [ ] = another dose, or the depositor's remark. Unless noted, calls come from the whole dose curve; as a rule, active = well fitted curve in the direction sought with a large enough effect; inconclusive = small, poorly fitted or top-dose-only effect, or another doubt; inactive = no such curve, though single readings can be large; an effect the other way counts as inactive or inconclusive. Unless noted, % is set by controls: 0 for no effect and ±100 for the full control effect.
SMILES,Sm TGR inh,FBPA Giardia inh,HCMV antiviral,AmpC detergent,AMA1-RON2 inh,HCV inhibitor
CC(C)c1ccc(N(C(=O)CNC(=O)c2ccco2)C(C(=O)NC2CCCC2)c2ccncc2)cc1 (stereo not given),-3.1%,3.1%,-38.3,-11.1%,8.1%,5.0%
C=CCNc1oc(-c2cccc3ccccc23)nc1C#N,?,4.7%,6.6,-1.7%,-10.0%,6.31µM*
CCCCSc1nc(O)cc(=O)n1CC,9.9%,-3.7%,-21.5,-6.3%,-0.7%,4.1%
O=c1c2[nH]c3ccccc3c2ncn1CCN1CCOCC1,-22.0%,4.7%,149.9,-14.0%,23.9%,16.3%
S=C(NCCc1ccccc1)NN=C1CCCCCC1,-0.9%,-8.2%,-92.4*,-1.4%,25.5%,14.3%
Cc1cc(C)cc(N(CC(=O)NC2CCCC2)C(=O)CCC(=O)Nc2nccs2)c1,1.1%,-3.8%,?,-2.9%,-20.7%,-9.2%
CN(CC(=O)Nc1ccc(F)cc1)CC(=O)N1CCCCCC1,-1.7%,nt,3.9,-3.3%,15.4%,10.1%
N#Cc1ccccc1COC(=O)CCCC1=NS(=O)(=O)c2ccccc2N1,-1.1%,nt,-1.7,-0.2%,-1.9%,3.7%
O=C1c2ccccc2C(=O)N1CC#CCN1CCN(C(c2ccccc2)c2ccccc2)CC1,50.1µM*,?,-10.7,5.8%,-11.6%,-2.4%
CC(CC12CC3CC(CC(C3)C1)C2)NCc1ccccc1O (stereo not given),1.1%,-12.1%,-19.0,?,-10.8%,?
CC(NC(=O)c1ccc(C(=O)c2ccccc2)cc1)c1ccc(S(N)(=O)=O)cc1 (stereo not given),-1.0%,nt,7.3,0.0%,2.3%,?
COc1ccccc1N1CCN(C(=O)c2n[nH]c3ccccc23)CC1,-1.0%,5.6%,-11.7,?,-8.1%,9.9%
CCc1ccc(NC(=O)CC2C(=O)N(c3ccc(F)cc3)C(=O)N2Cc2ccc(F)cc2)cc1 (stereo not given),10.6%,nt,-10.0,-1.0%,nt,nt
COCCN(C(=O)COC(=O)c1cccs1)c1c(N)n(Cc2ccccc2)c(=O)[nH]c1=O,-2.0%,nt,6.6,-10.1%,-6.5%,16.0%
Cc1nc(C)c(-c2ccc(SCC(=O)Nc3ccc(Br)cc3)nn2)s1,-10.4%,nt,-68.9*,-9.7%,nt,nt
Nc1ccccc1C(=O)NCC1(c2ccccc2)CCCC1,1.0%,-1.6%,35.0,10.3%,7.1%,1.7%
COCCN1C=C2C(=O)C(C)(OC(=O)C3CCCC3)C(=O)C(c3ccccc3)=C2C=C1CCCC(=O)OC (stereo not given),14.1µM*,?,9.0,-7.0%,-1.4%,13.1%
C/C(=N\Nc1ncc(Br)cn1)c1cccc([N+](=O)[O-])c1,-21.5%,-22.8%,-12.4,-12.6%,-5.5%,-23.9%
O=C(NCCC1=CCCCC1)C(=O)NCc1ccncc1,nt,2.0%,-14.2,-4.3%,18.7%,6.4%
CCCOc1ccc(-c2nn(-c3ccccc3)cc2/C=C2\SC(N)=NC2=O)cc1,-8.8%,11.7%,-39.5,?,12.1%,4.6%
COc1cc(CC(=O)OCC(=O)N2C(C)CCCC2C)cc(OC)c1OC (stereo not given),-8.0%,3.6%,9.5,0.0%,2.9%,4.2%
CC(C)(/C=N/O)N(O)C=C1C=CC(=O)C=C1,8.0%,-21.0%,-20.0,-8.6%,-8.0%,7.1%
COc1ccc(CNC(=O)c2ccc3c(c2)N(Cc2ccccc2C)C(=O)c2ccccc2S3=O)cc1 (stereo not given),9.5%,nt,-27.3,6.3%,nt,nt
O=C(NNc1ccc(Cl)cc1)c1cccs1,0.2%,3.9%,58.5,4.6%,-12.4%,-19.9%
CC(=O)Nc1cccc(C(=O)Nc2cccc3ncccc23)c1,-11.0%,-0.2%,-11.2,-8.2%,7.6%,-29.0%
COc1cc2c(cc1OC)C1=C(C#N)CN(C3CCCCC3)CN1CC2,?,-16.5%,-32.9,?,14.1%,-21.6%
Cc1nnc(SCC(=O)NCc2ccc(N(C)C)cc2)c2nn(-c3ccccc3)c(C)c12,2.8%,nt,-26.8,20.7%,nt,nt
O=C(COc1ccc(Br)cc1)Nc1cccc2cccnc12,16.7%,nt,-0.6,5.9%,nt,nt
CCOC(=O)c1ccc(NC(=O)Cc2coc3cc(C)cc(C)c23)cc1,-2.1%,nt,-4.0,0.3%,nt,nt
CCOc1ccc(NC2c3ccccc3C(=O)N2c2ccc(Cl)cn2)cc1 (stereo not given),-8.0%,-7.6%,37.1,-5.8%,-1.6%,-3.5%
CCOC(=O)N1CCN(C(=O)CN(c2ccc(OCc3ccccc3)cc2)S(C)(=O)=O)CC1,-3.2%,-5.6%,nt,0.0%,-6.1%,4.4%
S=c1[nH]nc(COc2ccccc2)n1/N=C/c1ccc(Cl)cc1,6.1%,22.9%,13.1,0.8%,47.1%[activator],3.0%
O=C(CCN1C(=O)/C(=C/c2ccc(F)cc2)SC1=S)NC1C=CS(=O)(=O)C1 (stereo not given),-0.9%,nt,-7.9,1.4%,8.1%,-19.5%
Cc1ccc(C)c(NC(=O)CSc2n[nH]c(-c3ccncc3)n2)c1,-1.2%,-13.1%,38.5,-0.6%,6.9%,11.8%
COc1ccc(CCNC(=O)CN2C(=O)COc3ccc(S(=O)(=O)N4CCCCCC4)cc32)cc1OC,-2.8%,nt,-9.6,0.8%,nt,nt
CC1CC(C)CN(C(=O)COc2ccc([N+](=O)[O-])cc2Cl)C1 (stereo not given),4.5%,-5.7%,?,0.0%,-6.2%,?
CCC(=O)Nc1ccc(NC(=O)CSc2nnnn2C(C)C)cc1,-9.0%,0.1%,-11.1,1.6%,1.2%,-0.7%
COC(=O)C1=C(C)NC2=C(C(=O)CCC2)C1c1cn(Cc2ccc(Cl)cc2Cl)nc1-c1ccccc1 (stereo not given),-14.9%,0.1%,-60.7*,?,-29.7%,?
COc1ccc(C(=O)Nc2ccc(S(=O)(=O)Nc3nccnc3OC)cc2)cc1,0.4%,8.1%,-9.2,?,-13.5%,5.0%
CCOC(=O)c1cccnc1SCc1cc(=O)n2ccccc2n1,0.0%,0.1%,151.8,-2.9%,3.7%,10.8%
CCN(CC)S(=O)(=O)c1ccc2c(c1)N(CC(=O)NCCc1ccc(S(N)(=O)=O)cc1)C(=O)CO2,-0.7%,7.8%,-36.9,1.6%,8.0%,16.8%
CCN(C[C@H]1N[C@@](Cc2ccccc2)(C(=O)OC)[C@H]2C(=O)N(Cc3ccccc3)C(=O)[C@@H]12)S(=O)(=O)c1ccccc1,nt,nt,0.5,nt,-15.3%,?
C[C@H](CO)N1C[C@H](C)[C@@H](CN(C)C(=O)Nc2ccc3c(c2)OCO3)Oc2ccc(NC(=O)CCN3CCOCC3)cc2C1=O,nt,nt,-11.1,nt,-3.4%,15.1%
COc1ccccc1C1=Nc2cccc3cccc(c23)N1,-6.5%,-10.6%,-32.9,-1.3%,-28.0%,-20.2%
N#CCCC(CCC#N)(CCC#N)c1cc[n+](CCc2ccccn2)cc1,-8.0%,nt,39.0,-6.6%,-0.8%,21.1%
CCOC(=O)C1CCN(S(=O)(=O)c2cn(C)cn2)CC1,-0.4%,nt,18.4,-11.8%,1.4%,3.3%
O=C(CN1CCN(S(=O)(=O)c2ccccc2)CC1)NCc1ccccc1,-23.5%,28.5%,16.8,2.0%,-2.3%,15.1%
O=C1CCCCCCCCCC/C(=N\O)CCCO1,nt,nt,?,nt,-3.3%,13.1%
O=[N+]([O-])c1cc(F)c(N2CCOCC2)cc1N1CCCCC1,2.2%,4.2%,-0.2,0.1%,-24.0%,?
Cc1ccc(C)c(S(=O)(=O)N2CCC3(CC2)OCCN3S(=O)(=O)c2cccs2)c1,1.7%,nt,-5.8,?,3.6%,-13.4%
COc1ccc(NC(=O)Cn2c(=O)n(CCCC(=O)NCCc3ccc(C)cc3)c(=O)c3ccccc32)cc1Cl,-8.1%,nt,-7.1,18.1%,nt,nt
CC(=O)Nc1ccc(OCC(O)CN2CCCCC2C)cc1 (stereo not given),0.6%,-10.7%,-23.5,-10.9%,7.7%,4.0%
CC(=O)NC(CC(=O)Nc1nc(C)cs1)c1ccccc1 (stereo not given),-0.8%,3.4%,-10.0,8.9%,-7.6%,1.2%
CN1CC(=O)Nc2ccc(Br)cc2C1=O,-33.5%,4.5%,2.3,2.1%,9.1%,3.4%
COc1ccc(-c2csc(NC(=O)CSCc3c(C)noc3C)n2)cc1OC,-2.2%,nt,-12.9,2.0%,-20.7%,?
COc1ccc(S(=O)(=O)N(C)c2ccc(C(=O)N3CCCC3)cc2)cc1OC,-11.7%,-1.5%,-20.8,-1.3%,4.4%,-10.5%
COc1ccc(C(=O)/C=C/c2ccc(OC3CSC3)cc2)cc1OC,4.8%,-4.3%,-30.3,-10.9%,?,?
Cc1noc2nc(C(=O)O)nc(N3CCCCC3)c12,-1.9%,nt,-16.4,-2.6%,nt,nt
O=C(Nc1ccc(C(=O)N2CCCC(CO)C2)cc1)c1ccc(Br)o1 (stereo not given),nt,nt,6.6,nt,-5.3%,7.4%
Cc1noc(C)c1S(=O)(=O)Nc1ccc(C#N)cc1,-21.6%,nt,10.7,-12.4%,-1.7%,9.0%

# 3 entries from above, arranged by count of non-hydrogen atoms, lowest first.
SMILES,Sm TGR inh,FBPA Giardia inh,HCMV antiviral,AmpC detergent,AMA1-RON2 inh,HCV inhibitor
CN1CC(=O)Nc2ccc(Br)cc2C1=O,-33.5%,4.5%,2.3,2.1%,9.1%,3.4%
O=C1CCCCCCCCCC/C(=N\O)CCCO1,nt,nt,?,nt,-3.3%,13.1%
COc1ccc(S(=O)(=O)N(C)c2ccc(C(=O)N3CCCC3)cc2)cc1OC,-11.7%,-1.5%,-20.8,-1.3%,4.4%,-10.5%

# Carrying on.
SMILES,Sm TGR inh,FBPA Giardia inh,HCMV antiviral,AmpC detergent,AMA1-RON2 inh,HCV inhibitor
O=C(CSc1ccccc1)Nc1cccc(S(=O)(=O)N2CCOCC2)c1,-11.9%,nt,-18.3,-12.2%,4.2%,-12.6%
O=C(NCC(c1ccccc1Cl)N1CCCC1)C1CCN(C(=O)Nc2ccccc2)CC1 (stereo not given),-23.4%,nt,-27.4,-1.4%,6.6%,-10.6%
CCn1c(=O)cc(OCC(=O)NCCCN2CCN(c3cccc(Cl)c3)CC2)c2ccccc21,0.7%,2.4%,277.1,-8.7%,-13.9%,?
Cn1cccc1/C=C1\SC(=S)N(CC(=O)O)C1=O,-0.7%,26.8%,7.7,-8.6%,-10.9%,35.8%[activator]
CN1C2=C(C#N)C(c3ccccc3)(C(F)(F)F)NC(=O)N2c2ccccc21 (stereo not given),1.3%,3.6%,-24.9,-9.2%,5.8%,7.9%
Cn1c(=O)cc(OCC(=O)NCCCN2CCN(c3ccccc3F)CC2)c2ccccc21,-9.1%,-3.1%,?,-2.3%,-4.9%,-24.0%
O=C(NNC(=O)c1ccncc1)Nc1cc(Cl)ccc1Cl,nt,nt,-1.9,nt,66.9%[activator],0.2%
